Screens (PubChem BioAssay)
FEN1 inhibitor – inhibitors of human flap endonuclease 1; P39748; Recombinant FEN1 flap cleavage, fluorescence, 15 min; Potency, µM (top dose mostly 114 µM), for the others: top-dose activity change, negative = inhibition, actives largely listed as inhibitors; 390,000 compounds, 0.35% hits; note: nearly all actives have a fitted effect of over 65% in size
Target sequence (P39748 whole entry, looked up): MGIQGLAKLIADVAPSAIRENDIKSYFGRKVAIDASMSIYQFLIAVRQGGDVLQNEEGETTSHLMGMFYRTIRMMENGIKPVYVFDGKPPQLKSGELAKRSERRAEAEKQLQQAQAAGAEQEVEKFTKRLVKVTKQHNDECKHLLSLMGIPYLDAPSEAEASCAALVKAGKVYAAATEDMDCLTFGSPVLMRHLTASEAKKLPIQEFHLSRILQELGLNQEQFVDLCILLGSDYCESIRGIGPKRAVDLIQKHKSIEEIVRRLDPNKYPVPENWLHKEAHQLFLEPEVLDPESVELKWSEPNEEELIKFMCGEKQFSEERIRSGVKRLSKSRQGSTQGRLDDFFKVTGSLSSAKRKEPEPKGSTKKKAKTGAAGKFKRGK
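Concentration–response screening of FEN1 (10 nM): 15 min compound preincubation at room temperature, reaction started with 50 nM substrate and read at 0 and 15 min. Corrected, normalized data were fitted by a four-parameter Hill equation.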
TDP1 cell CPT – DT40-hTDP1 cell growth loss with CPT; chicken DT40 Tdp1-/-;hTDP1 cells + 20 nM CPT, ATP luminescence, 48 h; Potency, µM (top dose mostly 46.2 µM), inactives show at the highest dose activity change, negative = growth inhibition, actives largely listed as inhibitors; 420,000 compounds, 12% hits; note: nearly all actives have a fitted effect of over 55% in size
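Chicken DT40 Tdp1-/- cells complemented with human TDP1, 400 cells/well, exposed to compounds plus 20 nM camptothecin for at least 48 h at 37 C; viability read as ATP content by CellTiter-Glo luminescence.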
N370S GC mod – N370S glucocerebrosidase modulation, Gaucher chaperone candidate. AID 2101. 330,000 compounds, 0.092% hits. Potency, µM (series often up to 59.4 µM), for inactives: top-dose activity change, negative = inhibition, usual class: inhibitors. N370S GC spleen homogenate, 4MU-glucoside fluorescence;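 note: 0% = full enzyme activity and -100% = no enzyme basal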
* hit, by the source's call; & = joins results of further samples. Calls come from the whole dose curve; as a rule, active = well fitted curve in the direction sought with a large enough effect; inconclusive = small, poorly fitted or top-dose-only effect, or another doubt; inactive = no such curve, though single readings can be large; an effect the other way counts as inactive or inconclusive. Unless noted, % is set by controls: 0 for no effect and ±100 for the full control effect; potency is the fitted concentration of half-maximal effect. Not all compounds are listed, so the mix of outcomes need not match the whole.

What do the screens show for `O=C(NCC(=O)N1CCC2(CC1)NCCc1[nH]cnc12)c1ccccc1F`?
FEN1 inhibitor: -16%; TDP1 cell CPT: -1%; N370S GC mod: 0%

How did COc1ccc(CCNC(=O)Cn2nnc(-c3cccc(OC)c3OC)n2)cc1OC do in these assays?
FEN1 inhibitor: -2%; TDP1 cell CPT: -29%; N370S GC mod: 2%

Results for COc1ccc(C2=NS(=O)(=O)N(C)C(C(=O)N3CCOCC3)=C2)cc1 ?
FEN1 inhibitor: -5%; TDP1 cell CPT: -9%; N370S GC mod: -15%

Results for O=S(=O)(/C=C/c1ccccc1)NCc1ccccc1Cl ?
FEN1 inhibitor: -7%; TDP1 cell CPT: 0%; N370S GC mod: 5%

How did O=C(Nc1ccc(SC(F)(F)F)cc1)c1ccccn1 do in these assays?
FEN1 inhibitor: -9%; TDP1 cell CPT: -10%; N370S GC mod: 0%

What do the screens show for `CCOC(=O)Cc1csc(NC(=O)CN2C(=O)c3ccccc3C2=O)n1`?
FEN1 inhibitor: -2%; TDP1 cell CPT: 8%; N370S GC mod: 6%

What do the screens show for `CC(=O)Oc1ccccc1-c1nc(/C=C/c2ccccc2)no1`?
FEN1 inhibitor: 7%; TDP1 cell CPT: 0%; N370S GC mod: 16%

How did O=C(Nc1cccc2ccccc12)N1CCOCC1 do in these assays?
FEN1 inhibitor: 7%; TDP1 cell CPT: 0%; N370S GC mod: -1%

How did Cc1cc(NC(=O)CCC(=O)N(CC(=O)NC2CCCC2)c2ccc(F)cc2)no1 do in these assays?
FEN1 inhibitor: -2%; TDP1 cell CPT: -7%; N370S GC mod: -16%

Results for CC1=C(C(=O)Nc2cc(C)ccn2)C(c2ccc(C)cc2)C2=C(CCCC2=O)N1 (stereo unspecified) ?
FEN1 inhibitor: -8%; TDP1 cell CPT: -19%; N370S GC mod: 5%

Results for CCN1CCCC1CNCc1cccc(OC)c1OCc1ccccc1F (stereo unspecified) ?
FEN1 inhibitor: 0%; TDP1 cell CPT: -19%; N370S GC mod: 8%

How did Cc1ccccc1C(=O)Nc1ccc(CN2CCOCC2)cc1 do in these assays?
FEN1 inhibitor: 14%; TDP1 cell CPT: 3%; N370S GC mod: -1%

How did CCOC(=O)c1c(C)n(-c2ccccc2)c2ccc(OC(=O)c3c(F)cccc3F)cc12 do in these assays?
FEN1 inhibitor: 17%; TDP1 cell CPT: -9%

Results for O=C(Nc1ccc(F)cc1F)C1(c2cccs2)CCOCC1 ?
FEN1 inhibitor: 23%; TDP1 cell CPT: 3%; N370S GC mod: -6%

Results for CCCNc1nc2c(c(=O)n(C)c(=O)n2C)n1CCC(C)C ?
FEN1 inhibitor: -6%; TDP1 cell CPT: 16µM*; N370S GC mod: 4%

What do the screens show for `CC(C)Oc1ccc(C(=O)N2CCN(c3nc4c(F)cc(F)cc4s3)CC2)cc1`?
FEN1 inhibitor: -10%; TDP1 cell CPT: -27%

What do the screens show for `CCOC(=O)c1cnc2ccccc2c1Nc1cccc(C(=O)O)c1`?
FEN1 inhibitor: -1%; TDP1 cell CPT: 2%; N370S GC mod: -3%

How did COc1ccc(-c2nn(-c3ccccc3)cc2C(=O)Nc2ccc(C(=O)O)cc2)cc1 do in these assays?
FEN1 inhibitor: 0%; TDP1 cell CPT: 2%; N370S GC mod: 0%

How did CC(=O)N1CCC(O)(c2cccc(C(F)(F)F)c2)CC1 do in these assays?
FEN1 inhibitor: 19%; TDP1 cell CPT: -14%; N370S GC mod: -5%

What do the screens show for `O=C1Nc2ccccc2Oc2cc(Oc3ccccc3)ccc21`?
FEN1 inhibitor: -25%&-5%; TDP1 cell CPT: inconclusive; N370S GC mod: -5%

How did COc1ccc(NC(=O)CC2SC3=NCCN3C2=O)cc1 (stereo unspecified) do in these assays?
FEN1 inhibitor: -4%; TDP1 cell CPT: 9%; N370S GC mod: 2%

What do the screens show for `COc1cc(Cl)c(C)cc1NC(=O)COc1ccccc1[N+](=O)[O-]`?
FEN1 inhibitor: -6%; TDP1 cell CPT: inconclusive; N370S GC mod: 24%

How did COc1cccc(CNC(=O)c2cc3cccc4c3n2CC(C)S4)c1OC (stereo unspecified) do in these assays?
FEN1 inhibitor: -31%; TDP1 cell CPT: inconclusive

What do the screens show for `CCOC(=O)CSc1nnc(NC(=O)NC(C)C)s1`?
FEN1 inhibitor: -11%; TDP1 cell CPT: 3%; N370S GC mod: -2%

Three structures from above, sorted by formula weight, largest number first.
How did COc1cccc(CNC(=O)c2cc3cccc4c3n2CC(C)S4)c1OC (stereo unspecified) do in these assays?
FEN1 inhibitor: -31%; TDP1 cell CPT: inconclusive

What do the screens show for `CCOC(=O)c1cnc2ccccc2c1Nc1cccc(C(=O)O)c1`?
FEN1 inhibitor: -1%; TDP1 cell CPT: 2%; N370S GC mod: -3%

How did CC(=O)N1CCC(O)(c2cccc(C(F)(F)F)c2)CC1 do in these assays?
FEN1 inhibitor: 19%; TDP1 cell CPT: -14%; N370S GC mod: -5%

(list continues)
Results for Fc1ccc(/C=N/c2c(-c3ccc(F)cc3)nc3n2CCS3)cc1 ?
FEN1 inhibitor: -11%; TDP1 cell CPT: -21%; N370S GC mod: -2%

How did Cc1ccccc1NC(=S)NNC(=O)c1csc2c1CCC(C)C2 (stereo unspecified) do in these assays?
FEN1 inhibitor: -4%; TDP1 cell CPT: inconclusive; N370S GC mod: 9%

Results for Cn1c(=O)c2c(nc(Cl)n2CCOc2ccccc2)n(C)c1=O ?
FEN1 inhibitor: 13%; TDP1 cell CPT: inconclusive; N370S GC mod: -10%

How did COc1ccc(S(=O)(=O)N2CCN(CC(=O)Nc3ccc(F)c(F)c3)CC2)cc1 do in these assays?
FEN1 inhibitor: -4%; TDP1 cell CPT: -1%; N370S GC mod: 6%

How did Cc1ccccc1NC(=O)Cn1c(=O)n(Cc2ccc3c(c2)OCO3)c(=O)c2ccccc21 do in these assays?
FEN1 inhibitor: 6%; TDP1 cell CPT: -24%

Results for C1CN(c2nc3nonc3n3nnnc23)CCO1 ?
FEN1 inhibitor: -3%; TDP1 cell CPT: 2%; N370S GC mod: 17%

What do the screens show for `CCCCCSc1nc(C)c(CC(=O)O)c(=O)[nH]1`?
FEN1 inhibitor: 4%; TDP1 cell CPT: 1%; N370S GC mod: 0%

How did Cc1ccc(C)c(Cn2cnc3ccccc3c2=O)c1 do in these assays?
FEN1 inhibitor: -5%; TDP1 cell CPT: -2%

How did Cc1ccc(C(=O)NCCCn2ccnc2)cn1 do in these assays?
FEN1 inhibitor: 10%; TDP1 cell CPT: 1%; N370S GC mod: 2%

Results for CC(NC(=O)CN(C)S(=O)(=O)c1cccc2nsnc12)c1ccccc1 (stereo unspecified) ?
FEN1 inhibitor: 13%; TDP1 cell CPT: 10%; N370S GC mod: 0%

Results for Cc1cccc(OCc2nnc(SCC(=O)O)n2Cc2ccccc2)c1 ?
FEN1 inhibitor: 1%; TDP1 cell CPT: 8%; N370S GC mod: 5%

Results for CCc1ccc(C(=O)c2cn(CC(=O)Nc3ccc(OC)c(OC)c3)c3ccc(C)cc3c2=O)cc1 ?
FEN1 inhibitor: -12%; TDP1 cell CPT: 1%

What do the screens show for `Cc1ccccc1NC(=O)c1ccc(NC(=O)N2CCSc3ncccc32)cc1`?
FEN1 inhibitor: -1%; TDP1 cell CPT: inconclusive

What do the screens show for `CC(=O)c1ccc(Nc2ccc3cc(S(=O)(=O)N4CCCC4)ccc3n2)cc1`?
FEN1 inhibitor: -5%; TDP1 cell CPT: 21µM*

How did CCN1C(=O)/C(=C\N2CCN(c3ccccc3)CC2)SC1=S do in these assays?
FEN1 inhibitor: 3%; TDP1 cell CPT: -22%; N370S GC mod: 17%

What do the screens show for `OCCCn1c(-c2ccccc2)nc(=S)c2c1CCCC2`?
FEN1 inhibitor: -1%; TDP1 cell CPT: 1%; N370S GC mod: -8%

How did Cc1cc(C(=O)COC(=O)c2ccc[nH]c2=O)c(C)n1-c1ccccc1F do in these assays?
FEN1 inhibitor: 19%; TDP1 cell CPT: -17%; N370S GC mod: -1%

Results for Cc1cc(C)c(-c2cc(C(=O)Nc3cc(C)ccc3C)[nH]n2)c(O)c1 ?
FEN1 inhibitor: 13%; TDP1 cell CPT: -14%; N370S GC mod: 4%

Results for CC(C)N(Cc1nccn1C)C(=O)CC1C(=O)NCCN1Cc1ccc(F)cc1 (stereo unspecified) ?
FEN1 inhibitor: -5%; TDP1 cell CPT: -1%; N370S GC mod: 1%

What do the screens show for `Cc1cccc(C(=O)Nc2ccc3ccccc3c2)c1`?
FEN1 inhibitor: -1%; TDP1 cell CPT: -1%; N370S GC mod: 4%

What do the screens show for `COc1ccc(N2CCN(C(=O)c3cnn(-c4ccc(OC)cc4)c3C3CCN(C(=O)OC(C)(C)C)CC3)CC2)cc1`?
FEN1 inhibitor: 13%; TDP1 cell CPT: 18µM*

How did N#Cc1c(Cl)cccc1Oc1ccc(S(=O)(=O)Nc2ccccc2)cc1 do in these assays?
FEN1 inhibitor: -16%; TDP1 cell CPT: 1%; N370S GC mod: -2%

How did COC(=O)N1CCC[C@@]2(CCN(C(=O)Nc3cccc(F)c3)C2)C1 do in these assays?
TDP1 cell CPT: -5%; N370S GC mod: 14%

What do the screens show for `CC(=O)c1cccc(NC(=O)CO/N=C2/CCCc3nonc32)c1`?
FEN1 inhibitor: -1%; TDP1 cell CPT: -8%; N370S GC mod: -11%

What do the screens show for `O=C1CC(c2ccco2)CC(O)=C1C=NCCO` (stereo unspecified)?
FEN1 inhibitor: 6%; TDP1 cell CPT: 1%; N370S GC mod: -1%

What do the screens show for `COC(=O)N/N=C/c1ccc(-c2cccc(Cl)c2)o1`?
FEN1 inhibitor: 0%; TDP1 cell CPT: 3%; N370S GC mod: 13%

Results for COc1ccc(NC(=O)Cc2coc3cc(C)c(C(C)C)cc23)cc1S(=O)(=O)N1CCOCC1 ?
FEN1 inhibitor: -18%; TDP1 cell CPT: 12µM*; N370S GC mod: -16%

What do the screens show for `Cc1ccc2nc(-c3ccccc3)cc(C(=O)NCC(c3ccco3)N(C)C)c2c1` (stereo unspecified)?
FEN1 inhibitor: -13%; TDP1 cell CPT: inconclusive; N370S GC mod: -15%

What do the screens show for `COc1cc(NC(=O)c2cc(Cl)nnc2Cl)cc(OC)c1OC`?
FEN1 inhibitor: 8%; TDP1 cell CPT: inconclusive; N370S GC mod: -5%

Results for COc1ccc(CNC(=O)c2cc3c(C)nc4ccccc4c3o2)c(OC)c1 ?
FEN1 inhibitor: -5%; TDP1 cell CPT: 16µM*; N370S GC mod: -10%

How did Cc1cccc(CS(=O)(=O)CC2Nc3ccc(C(=O)NCc4ccccc4)cc3NC2=O)c1 (stereo unspecified) do in these assays?
FEN1 inhibitor: -6%; TDP1 cell CPT: 12µM*

How did S=C(NCCc1ccccc1)Nc1ccccc1 do in these assays?
FEN1 inhibitor: -12%; TDP1 cell CPT: -25%; N370S GC mod: 12%

Results for O=S(=O)(CCN1CCCCC1)Oc1ccc(Cl)cc1Cl ?
FEN1 inhibitor: -1%; TDP1 cell CPT: -9%; N370S GC mod: 2%

How did CCN(CC(=O)Nc1c(F)cccc1F)C(=O)c1ccc(N2CCCC2=O)cc1 do in these assays?
FEN1 inhibitor: 1%; TDP1 cell CPT: 5%; N370S GC mod: -1%

How did C=CCNC(=S)N/N=C/c1ccc(-c2cccc([N+](=O)[O-])c2)o1 do in these assays?
FEN1 inhibitor: -19%; TDP1 cell CPT: -13%; N370S GC mod: 8%

What do the screens show for `Cc1cccc(-c2nnn3c2nc(NCCc2ccc(S(N)(=O)=O)cc2)c2ccccc23)c1`?
FEN1 inhibitor: -2%&3%; TDP1 cell CPT: 15µM*; N370S GC mod: 5%

Pulled one by one from above, 2 records:
What do the screens show for `O=C1CC(c2ccco2)CC(O)=C1C=NCCO` (stereo unspecified)?
FEN1 inhibitor: 6%; TDP1 cell CPT: 1%; N370S GC mod: -1%

What do the screens show for `COC(=O)N/N=C/c1ccc(-c2cccc(Cl)c2)o1`?
FEN1 inhibitor: 0%; TDP1 cell CPT: 3%; N370S GC mod: 13%

Following part
How did CCOc1ccccc1-n1nnc(-c2nsc(NC(=O)c3ccc(C)cc3)n2)c1C do in these assays?
FEN1 inhibitor: 1%; TDP1 cell CPT: inconclusive

How did CC(=O)c1ccccc1C(=O)N1CCCC(CCC(=O)N2CCN(c3ccccn3)CC2)C1 (stereo unspecified) do in these assays?
FEN1 inhibitor: 1%; TDP1 cell CPT: -13%; N370S GC mod: -1%

What do the screens show for `CNc1ccnc(-c2c(C)noc2C)n1`?
TDP1 cell CPT: 6%; N370S GC mod: 5%

How did CCOC(=O)c1c(NC(=O)CN(C)C)sc(C(=O)N(CC)CC)c1C do in these assays?
FEN1 inhibitor: 5%; TDP1 cell CPT: -4%

How did CCC(=O)Nc1ccc(CCC(=O)N2CCCC2)cc1 do in these assays?
FEN1 inhibitor: -18%; TDP1 cell CPT: 11%; N370S GC mod: 0%

Gathered by group: the entries above with a CF3 group (2)
How did O=C(Nc1ccc(SC(F)(F)F)cc1)c1ccccn1 do in these assays?
FEN1 inhibitor: -9%; TDP1 cell CPT: -10%; N370S GC mod: 0%

How did CC(=O)N1CCC(O)(c2cccc(C(F)(F)F)c2)CC1 do in these assays?
FEN1 inhibitor: 19%; TDP1 cell CPT: -14%; N370S GC mod: -5%
